Assay outcomes as filed in PubChem BioAssay.
NOD2-RIPK2 inh: inhibitors of human NOD2-RIPK2 interaction | CHO BLA complementation NOD2-RIPK2, CCF4 ratio | inhibition, % at 4.98 µM | 360,000 tested, 0.38% active; in the data active means inhibition above about 21%;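 further: 0% = vehicle only and 100% = reference blocker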
C8 TRAIL sens: caspase-8 TRAIL sensitization; 360,000 tested, 1% active; inhibition (viability loss, TRAIL sensitization), % at 10 µM; NB7+C8 cells + TRAIL, ATPlite viability luminescence; AID 624354;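 active means compounds causing at least 50% loss of cell viability in the single-dose screen, relative to plate controls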
TROY signal inh: TROY signaling inhibition; Q293 LMP1-TROYcd NF-kB luciferase reporter, 4 h; inhibition, % at 10 µM; 360,000 tested, 0.98% active;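 active means compounds whose plate-normalised and pattern-corrected inhibition of the luciferase reporter signal at the single screening dose is 50% or more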
NCOA2 inhibitor: inhibits human steroid receptor coactivator 2 | Q15596 | AID 651957 | inhibition, % at 9 µM | HEK293 GAL4-SRC2 luciferase reporter, luminescence | 370,000 tested, 0.17% active;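 active means inhibition above the mean inhibition of all tested compounds plus 3 SD, set per campaign, cut at about 52% in these data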;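 further: 0% = DMSO treated cells and 100% = cells given Gossypol at 36 µM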
Target sequence (Q15596 whole entry, looked up, the tested form may be a part): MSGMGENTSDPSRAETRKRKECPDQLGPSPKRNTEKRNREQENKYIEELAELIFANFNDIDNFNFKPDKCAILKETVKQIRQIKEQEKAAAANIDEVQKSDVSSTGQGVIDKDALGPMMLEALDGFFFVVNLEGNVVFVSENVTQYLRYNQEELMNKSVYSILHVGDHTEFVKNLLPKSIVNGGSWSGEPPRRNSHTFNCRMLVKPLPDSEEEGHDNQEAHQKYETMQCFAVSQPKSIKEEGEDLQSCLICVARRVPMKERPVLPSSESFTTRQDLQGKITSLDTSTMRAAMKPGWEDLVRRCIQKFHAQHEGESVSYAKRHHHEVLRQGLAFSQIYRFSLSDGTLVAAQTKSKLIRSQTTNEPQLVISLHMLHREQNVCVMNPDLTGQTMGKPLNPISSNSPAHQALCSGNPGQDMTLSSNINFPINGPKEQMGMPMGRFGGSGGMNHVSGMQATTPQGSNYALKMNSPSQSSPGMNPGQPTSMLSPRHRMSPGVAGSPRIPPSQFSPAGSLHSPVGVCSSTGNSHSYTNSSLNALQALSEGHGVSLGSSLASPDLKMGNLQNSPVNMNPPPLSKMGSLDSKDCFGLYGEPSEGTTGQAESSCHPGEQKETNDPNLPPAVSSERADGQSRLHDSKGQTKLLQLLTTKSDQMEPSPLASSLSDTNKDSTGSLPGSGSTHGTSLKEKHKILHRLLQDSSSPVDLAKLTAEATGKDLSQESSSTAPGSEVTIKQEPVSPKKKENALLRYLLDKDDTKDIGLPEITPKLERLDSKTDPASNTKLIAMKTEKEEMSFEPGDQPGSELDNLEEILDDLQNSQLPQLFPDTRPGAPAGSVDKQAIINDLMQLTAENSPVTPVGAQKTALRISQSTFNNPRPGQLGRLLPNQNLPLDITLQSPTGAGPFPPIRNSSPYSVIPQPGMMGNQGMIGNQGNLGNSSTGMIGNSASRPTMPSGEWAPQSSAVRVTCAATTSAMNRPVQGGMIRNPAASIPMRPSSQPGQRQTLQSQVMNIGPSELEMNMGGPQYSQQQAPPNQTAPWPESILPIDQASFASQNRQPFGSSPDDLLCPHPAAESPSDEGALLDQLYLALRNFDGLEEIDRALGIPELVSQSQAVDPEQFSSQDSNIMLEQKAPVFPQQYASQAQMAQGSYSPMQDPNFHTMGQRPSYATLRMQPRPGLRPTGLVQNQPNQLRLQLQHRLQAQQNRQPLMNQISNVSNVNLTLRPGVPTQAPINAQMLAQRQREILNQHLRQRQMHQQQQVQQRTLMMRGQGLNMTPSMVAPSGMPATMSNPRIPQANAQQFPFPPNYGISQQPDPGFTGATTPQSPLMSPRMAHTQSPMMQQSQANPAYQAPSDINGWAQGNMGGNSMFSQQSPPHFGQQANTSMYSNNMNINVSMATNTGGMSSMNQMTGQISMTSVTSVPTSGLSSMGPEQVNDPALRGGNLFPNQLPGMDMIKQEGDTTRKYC
SRC1 inh: human NCOA1 inhibition. Q15788. inhibition, % at 3.6 µM. HEK293 GAL4-SRC1 luciferase reporter, luminescence. 360,000 tested, 0.12% active;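 active means inhibition above the campaign mean plus 3 SD, with each screening campaign given its own cutoff, cut at about 60% in these data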;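 further: 0% = DMSO treated cells and 100% = gossypol at 36 µM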
TLR9-MyD88 block: blocks human TLR9 binding to MyD88 | Q9NR96+Q99836 | CHO BLA complementation TLR9-MyD88, CCF4 FRET ratio | AID 504734 | 340,000 tested, 0.21% active | inhibition, % at 4.98 µM;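 active means inhibition above the mean over all tested compounds plus 3 SD, cut at about 21% in these data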;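 further: 0% = DMSO only wells and 100% = clavulanate BLA inhibitor control wells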
LMP1 NFkB inh: inhibitors of Epstein-Barr LMP1-induced NF-kappaB reporter; inhibition, % at 12.5 µM; AID 504558; 350,000 tested, 0.69% active; LMP1-induced NF-kappaB luciferase reporter cells, luminescence; in the data active means inhibition above about 41%;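 further: 0% = neutral control wells and 100% = reference inhibitor control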
COUP-TFII inh: NR2F2 (human) inhibition, primary screen; P24468; HEK293T NGFI-A luciferase reporter, luminescence; inhibition, % at 8.6 µM; 370,000 tested, 0.7% active; AID 686940;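 active means inhibition above a per-plate cutoff, mean inhibition of test wells between control levels plus 3 SD, cut at about 38% in these data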;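 further: cells cotransfected with COUP-TFII expression vector driving the NGFI-A reporter; 0% = median of COUP-TF2 test wells and 100% = reporter-only cells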
NR5A2 inv ag: inverse agonists of human LRH-1 (NR5A2). HEK293T StAR-luciferase reporter, LRH-1 transfected, 24 h. inhibition, % at 3.6 µM. 360,000 tested, 0.13% active. O00482;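 active means inhibition above the mean inhibition of all tested compounds plus 3 SD, cut at about 73% in these data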;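 further: 0% = DMSO wells and 100% = reporter-only cells lacking LRH-1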
Vif imaging: HIV Vif inhibition | inhibition, % at 7.49 µM | HEK293T cells, Vif self-association by quenched fluorescence, imaging, 24 h | 340,000 tested, 0.35% active; in the data active means inhibition above about 50%, passing the limit was not always enough; further: some results filed as inactive read as strong as hits
NCOA3 inh: inhibits human SRC3 coactivator. inhibition, % at 3.6 µM. AID 588352. 360,000 tested, 0.17% active. HEK293 GAL4-SRC3 luciferase reporter, luminescence. Q9Y6Q9;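 active means inhibition above a per-campaign cutoff, the mean of all compounds plus 3 SD, cut at about 60% in these data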;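 further: 0% = DMSO-treated cells and 100% = gossypol-treated cells at 36 µM; higher means less SRC3-driven luciferase light from the GAL4 reporter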
* marks the source's active call; other numbers are inactive results; nt = not tested or not shown; & = joins results of further samples. The list is partial; count on the stated rates, not on these rows.

SMILES	NOD2-RIPK2 inh	C8 TRAIL sens	TROY signal inh	NCOA2 inhibitor	SRC1 inh	TLR9-MyD88 block	LMP1 NFkB inh	COUP-TFII inh	NR5A2 inv ag	Vif imaging	NCOA3 inh
COc1ccccc1OCCC(=O)OCC(=O)Nc1cc(S(=O)(=O)N2CCOCC2)ccc1Cl	-12	18	-2	7	-5	-3	-1	1	7	1	8
Cc1cc(=O)oc2cc(Oc3ccc([N+](=O)[O-])cc3[N+](=O)[O-])ccc12	1	9	38	-17	-2	5	-19	-29	-12	-3	6
COc1cc(C(=O)Nc2ccc3c(c2)CCCN3C(=O)c2ccco2)c([N+](=O)[O-])cc1OC	1	1	-5	0	-8	-4	8	2	11	-9	4
COC(=O)Cn1ccc2cc(S(=O)(=O)N3CCCCC3)ccc21	2	-4	9	5	14	-15	2	19	-7	5	3
O=C1CC(=O)NC(SCC(=O)Nc2ccccc2[N+](=O)[O-])=N1	3	-11	-13	-1	-26	6	0	11	15	16	-17
COC1OC(c2ccccc2)=C(c2ccc(C(N)=O)cc2)c2ccc(F)cc21 (stereo not drawn)	-1	-2	9	0	nt	nt	nt	9	4	nt	nt
CCOc1cc(C(=O)CCC(=O)OCC(=O)Nc2ccc(C)c(S(=O)(=O)N(C)C)c2)ccc1O	-16	-11	12	-7	-9	-4	2	-3	-3	-4	8
O=C(Nc1ccc2c(c1)OCO2)c1ccc(Cl)s1	1	21	-17	-68	-100	-25	-28	-40	-132	-2	-70
CC(C)[C@H](NS(=O)(=O)c1ccc(Cl)cc1)C(=O)OCC(=O)NCCN1C(=O)CSC1=O	-10	-1	-4	3	-5	-7	3	2	-7	nt	2
CCOc1c(Cl)cc(CNC(C)(C)CC(C)(C)C)cc1OC	-12	-1	-17	0	-10	-7	1	15	18	-6	12
Cc1ccc(C(=O)Nc2ncc3c(n2)CC(c2ccco2)CC3=O)cc1 (stereo not drawn)	-1	10	-1	-2	16	-6	5	2	-29	8	4
Cc1cc(NS(=O)(=O)c2cc(Cl)sc2Cl)no1	0	5	4	23	2	-4	5	6	0	-10	5
COc1ccc(Br)cc1CNC(=O)Cn1nc(C)n2cccc2c1=O	-8	-8	-12	5	3	-9	0	4	-1	-1	20
Cc1cc(C)cc(N2C(N)=NC(N)=NC2c2ccccc2F)c1 (stereo not drawn)	-4	70*	-11	5	9	8	2	0	-2	-15	21
CC(=O)Nc1cccc(/C(C)=N/NC(=O)c2cccs2)c1	6	7	-59	-43	-105	-5	-9	-50	-134	4	-77
COc1ccc(CN2CCN(C(=O)CCC(=O)c3ccc(C)s3)CC2)cc1OC	6	-9	12	-3	13	6	0	18	8	-1	9
CCN(Cc1ccccc1)S(=O)(=O)c1ccc(C(=O)Nc2nnc(-c3ccccc3OC)o2)cc1	-3	11	8	4	-19	6	28	8	-21	1	21
O=C(NCC12CC3CC(C1)CC(CNC(=O)N1CCCC1)(C3)C2)N1CCCC1	-18	5	11	7	7	-8	-2	13	-17	13	7
O=C(CCN1C(=O)C2C3CCC(C3)C2C1=O)Nc1ccc(Br)cc1 (stereo not drawn)	3	-14	-16	-11	1	-7	-18	-4	-6	0	22
CCn1c(-c2cc(-c3ccc(OC(C)C)cc3)nc3ccccc23)n[nH]c1=S	3	56*	-77	nt	-56	4	-9	nt	-74	-4	-31
NC(=O)/C(=C/c1ccco1)C(N)=S	8	-11	-12	1	-50	-13	-10	-10	20	0	12
Cc1nnc(SCC(=O)N(C2CCCCC2)C2CCS(=O)(=O)C2)n1C (stereo not drawn)	3	4	-12	-4	-19	8	-2	-18	5	0	14
CN1C(=O)[C@@H]2[C@H](C1=O)[C@@H]1C(=O)Nc3ccccc3C(=O)N1[C@@H]2c1cccc(Br)c1	0	-6	-23	7	0	-8	1	-9	13	nt	-6
CC(C)(C)OC(=O)NCCNC(=O)c1cccs1	-3	-4	-3	-32	5	-6	2	-4	2	-4	18
O=C1NC[C@H](CCCCN2CCN(Cc3ccccc3)C(=O)C2=O)N(CC2CCCCC2)C1=O	-1	-5	6	-14	nt	nt	nt	-11	-22	nt	nt
O=C(O)CSc1nc(C(F)(F)F)cc(=O)n1-c1ccccc1	-6	-8	2	-9	-1	-8	-20	4	-34	-13	3
O=C(CCN1C(=O)C2C3C=CC(C3)C2C1=O)N1CCN(c2cccc(Cl)c2)CC1 (stereo not drawn)	3	-18	-5	2	-19	-4	-8	2	-1	3	16
CCOC(=O)C(C)NC(=O)C(NC(=O)C1CCC(CC)CC1)C(C)C (stereo not drawn)	-7	-3	-2	16	-1	-5	0	-15	-7	18	1
CCOC(=O)c1cnc2c(-c3ccccc3)cnn2c1N	-1	66*	-46	-72	-71	0	-34	-62	-135	-7	-85
CN(C)C(=O)CSc1nnc(-c2cccnc2)n1-c1ccccc1	-9	0	5	-15	-6	-3	15	0	1	9	2
CS(=O)(=O)NCCNc1ccc(Cl)cc1[N+](=O)[O-]	-3	-5	10	7	-7	-3	0	19	-14	nt	1
COc1ccc(C2Nc3ccccc3NC3=C2C(=O)CC(C)(C)C3)c(OC)c1OC (stereo not drawn)	-18	3	6	5	7	-3	-10	-4	15	-3	0
Cc1cccc(-c2cc3c(N=O)c4ccccc4c-3n[nH]2)c1	6	49	38	-53	-91	7	-25	-36	-136	4	-66
CCCC(=O)NC(C)c1nc2ccccc2n1C(C)C (stereo not drawn)	-9	11	-1	10	-7	13	4	-2	-5	0	10
O=C(Cc1ccccc1)Nc1nc(-c2cccc([N+](=O)[O-])c2)cs1	14	-3	-14	-5	-19	-2	-21	-21	-6	6	0
Cc1cccc(C(=O)N[C@H](C(=O)OCC(=O)NC(=O)c2cccn2C)C(C)C)c1	-5	-4	-4	6	-13	0	8	5	-1	20	16
CCc1nc2c(OCc3ccc4c(c3)OCO4)cccn2c1N(C=O)Cc1ccc(OC)cc1	6	5	-37	-22	-6	nt	nt	0	4	6	-11
Cc1ccc(/C=N/N=C2/NC(=O)C(CC(=O)Nc3ccccc3)S2)o1 (stereo not drawn)	-7	-2	-8	-20	-20	14	-12	-6	3	-13	23
O=C1CC[C@@]23CCCN2C(=O)CCCC3C1 (stereo partly drawn)	-11	16	11	-21	2	-1	-5	19	-1	2	11
O=C1C=C(c2ccc(Cl)c(C(F)(F)F)c2)C[C@@H](c2ccc(F)cc2)C1	4	-9	4	-10	6	-13	-4	7	-6	-6	-5
CCOP(=O)(OCC)C(Nc1ccc(OC)cc1)c1ccco1 (stereo not drawn)	-6	1	12	-18	-8	-6	-2	-9	3	-1	-11
Cc1nnsc1C(=O)N(Cc1ccccc1)C(C)C	8	8	5	10	-2	8	-2	-9	-21	-2	-18
O=C(/C=C/c1cccs1)NNC(=O)c1cccc([N+](=O)[O-])c1	-8	-3	-43	-35	-16	1	-9	-23	2	-8	-20
O=C(CC(C(=O)O)c1ccccc1)c1cccs1 (stereo not drawn)	5	-10	-1	12	3	4	-3	-17	-21	1	16
COc1ccc(C(=O)Nc2c(Cl)cc(Cl)cc2C(=O)NCc2ccco2)cc1	-8	0	-7	-20	-11	6	-4	5	11	-7	-16
COc1ccc(S(=O)(=O)N2CCC(C(=O)NCCN3CCOCC3)CC2)cc1OC	2	-12	-7	-13	-9	-4	-5	3	-7	7	13
Cc1cccc(NC(=O)c2sc(NC(=O)COc3ccccc3)c(C#N)c2C)c1C	9	11	-12	-5	1	10	12	-5	3	6	-9
Cc1ccccc1OCCCSc1nc2ccccc2[nH]1	3	2	35	-45	-7	6	0	12	-65	1	9
Cc1ccc2[nH]c3c(c2c1)CCC3=O	-2	0	-38	-53	2	-3	-9	-36	-11	nt	15
COc1ccc(C(=O)Nc2ccccc2C(=O)NCCCn2ccnc2)cc1	-13	-5	-9	-14	-5	-1	4	-5	23	-17&6	-1
COc1ccc(OC)c(CNC(=O)c2ccc(C)c(NC(=O)C3=C(C)OCCS3)c2)c1	3	-14	-5	8	-8	-4	-3	-2	12	-5	17
CC1=CC(C)C2(CO)COC(c3ccccc3O)C1C2C (stereo not drawn)	7	12	15	-9	2	2	4	14	10	nt	27

Shown with two lines to a compound: 12 of the compounds above
Below each compound: NOD2-RIPK2 inh, C8 TRAIL sens, TROY signal inh, NCOA2 inhibitor, SRC1 inh, TLR9-MyD88 block, LMP1 NFkB inh, COUP-TFII inh, NR5A2 inv ag, Vif imaging, NCOA3 inh
Cc1cc(=O)oc2cc(Oc3ccc([N+](=O)[O-])cc3[N+](=O)[O-])ccc12
→ 1, 9, 38, -17, -2, 5, -19, -29, -12, -3, 6
COc1cc(C(=O)Nc2ccc3c(c2)CCCN3C(=O)c2ccco2)c([N+](=O)[O-])cc1OC
→ 1, 1, -5, 0, -8, -4, 8, 2, 11, -9, 4
COC(=O)Cn1ccc2cc(S(=O)(=O)N3CCCCC3)ccc21
→ 2, -4, 9, 5, 14, -15, 2, 19, -7, 5, 3
O=C1CC(=O)NC(SCC(=O)Nc2ccccc2[N+](=O)[O-])=N1
→ 3, -11, -13, -1, -26, 6, 0, 11, 15, 16, -17
COC1OC(c2ccccc2)=C(c2ccc(C(N)=O)cc2)c2ccc(F)cc21 (stereo not drawn)
→ -1, -2, 9, 0, nt, nt, nt, 9, 4, nt, nt
CCOc1cc(C(=O)CCC(=O)OCC(=O)Nc2ccc(C)c(S(=O)(=O)N(C)C)c2)ccc1O
→ -16, -11, 12, -7, -9, -4, 2, -3, -3, -4, 8
O=C(Nc1ccc2c(c1)OCO2)c1ccc(Cl)s1
→ 1, 21, -17, -68, -100, -25, -28, -40, -132, -2, -70
CC(C)[C@H](NS(=O)(=O)c1ccc(Cl)cc1)C(=O)OCC(=O)NCCN1C(=O)CSC1=O
→ -10, -1, -4, 3, -5, -7, 3, 2, -7, nt, 2
CCOc1c(Cl)cc(CNC(C)(C)CC(C)(C)C)cc1OC
→ -12, -1, -17, 0, -10, -7, 1, 15, 18, -6, 12
Cc1ccc(C(=O)Nc2ncc3c(n2)CC(c2ccco2)CC3=O)cc1 (stereo not drawn)
→ -1, 10, -1, -2, 16, -6, 5, 2, -29, 8, 4
Cc1cc(NS(=O)(=O)c2cc(Cl)sc2Cl)no1
→ 0, 5, 4, 23, 2, -4, 5, 6, 0, -10, 5
COc1ccc(Br)cc1CNC(=O)Cn1nc(C)n2cccc2c1=O
→ -8, -8, -12, 5, 3, -9, 0, 4, -1, -1, 20
